# Assay outcomes as filed in PubChem.
# EZH2 inh: EZH2/PRC2 methyltransferase inhibitors, primary screen, biochemical, DELFIA time-resolved fluorescence, single point; inhibition, % at 12.5 µM; hit rate 0.35% among 57,000; Histone-lysine N-methyltransferase EZH2 (Homo sapiens), Q15910; PRC2 H3K27 methylation, DELFIA TRF, 1 h; AID 651548, 2012;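 active means mean inhibition of replicates at least 50% and every single replicate also reaching 50%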;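 further: dimethyl H3K27 on biotinylated H3 21-44 peptide detected by antibody; plate controls were median neutral control wells for no effect and median positive control wells for full effect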
# IDH1 mut inh: inhibitors of IDH1 R132H reductase, primary screen, biochemical, plate reader, single point. diaphorase/resazurin fluorescence, 60 min. hit rate 0.18% among 70,000. Isocitrate dehydrogenase [NADP] cytoplasmic (Homo sapiens), O75874. inhibition, % at 10 µM; in the data active means inhibition above about 34%;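 further: 0% = DMSO and 100% = no enzyme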
# Target sequence (O75874 whole entry R132H): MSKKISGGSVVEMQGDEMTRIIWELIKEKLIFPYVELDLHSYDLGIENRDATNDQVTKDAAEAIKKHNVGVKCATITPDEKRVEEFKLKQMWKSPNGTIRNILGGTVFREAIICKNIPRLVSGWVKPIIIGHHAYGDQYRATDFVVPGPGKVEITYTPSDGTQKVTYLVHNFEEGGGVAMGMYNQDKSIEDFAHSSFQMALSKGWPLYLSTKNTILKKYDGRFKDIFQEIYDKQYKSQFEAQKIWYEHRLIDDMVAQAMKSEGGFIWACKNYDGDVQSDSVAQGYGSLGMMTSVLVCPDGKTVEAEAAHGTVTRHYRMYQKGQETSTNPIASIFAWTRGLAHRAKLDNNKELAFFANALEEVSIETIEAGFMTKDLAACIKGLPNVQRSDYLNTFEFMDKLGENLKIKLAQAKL
# The depositor's hits bear a star; nt = no result given. Some of the compounds tested; count on the stated rates, not on these rows.
# Start of the listing, in advance:
SMILES,EZH2 inh,IDH1 mut inh
CN(C)C(=O)C[C@@H]1C[C@@H]2c3cc(NC(=O)C4CCC4)ccc3O[C@@H]2[C@H](CO)O1,26.5,0.1
Cc1noc(C)c1NC(=O)N(C)C[C@H]1Oc2ccc(NC(=O)Cc3cn(C)c4ccccc34)cc2CC(=O)N([C@@H](C)CO)C[C@H]1C,nt,-14.3
Cc1c(Cl)cccc1NC(=O)CN(c1ccc(F)c(Cl)c1)S(C)(=O)=O,2.1,-0.2
C[C@H]1CN([C@@H](C)CO)C(=O)CCCn2nncc2CO[C@@H]1CN(C)C(=O)Nc1cccc2ccccc12,nt,-1.6
C[C@@H]1CN([C@H](C)CO)C(=O)CCCn2cc(nn2)CO[C@H]1CN(C)Cc1ccc2cccnc2c1,1.0,0.9
C[C@H]1CN([C@@H](C)CO)C(=O)Cc2cc(NC(=O)C3CC3)ccc2O[C@@H]1CN(C)Cc1ccc(-c2ccccc2)cc1,-8.2,3.3

# The whole of this part, repeating the preview:
SMILES,EZH2 inh,IDH1 mut inh
CN(C)C(=O)C[C@@H]1C[C@@H]2c3cc(NC(=O)C4CCC4)ccc3O[C@@H]2[C@H](CO)O1,26.5,0.1
Cc1noc(C)c1NC(=O)N(C)C[C@H]1Oc2ccc(NC(=O)Cc3cn(C)c4ccccc34)cc2CC(=O)N([C@@H](C)CO)C[C@H]1C,nt,-14.3
Cc1c(Cl)cccc1NC(=O)CN(c1ccc(F)c(Cl)c1)S(C)(=O)=O,2.1,-0.2
C[C@H]1CN([C@@H](C)CO)C(=O)CCCn2nncc2CO[C@@H]1CN(C)C(=O)Nc1cccc2ccccc12,nt,-1.6
C[C@@H]1CN([C@H](C)CO)C(=O)CCCn2cc(nn2)CO[C@H]1CN(C)Cc1ccc2cccnc2c1,1.0,0.9
C[C@H]1CN([C@@H](C)CO)C(=O)Cc2cc(NC(=O)C3CC3)ccc2O[C@@H]1CN(C)Cc1ccc(-c2ccccc2)cc1,-8.2,3.3
C[C@H]1CN([C@@H](C)CO)C(=O)Cc2cc(NC(=O)NC3CCCCC3)ccc2O[C@H]1CN(C)C,nt,0.9
CCCNC(=O)Nc1ccc2c(c1)OC[C@@H](C)N(Cc1cccnc1)C[C@H](C)[C@H](OC)CN(C)C2=O,-3.1,0.1
O=S(=O)(c1ccccc1)N1CCN(CC(O)COc2ccc3c(c2)CCC3)CC1 (stereo not drawn),-3.2,0.6
COc1ccc(-c2cnc3c(c2)C(=O)N([C@@H](C)CO)C[C@H](C)[C@@H](CN(C)C)O3)cc1,2.0,-0.5
CCCC(=O)Nc1ccc2c(c1)OC[C@H](C)N(Cc1ccc(-c3ccccn3)cc1)C[C@@H](C)[C@@H](OC)CN(C)C2=O,-26.6,-0.3
C[C@@H]1CCCCO[C@H](CN(C)C(=O)CCCN(C)C)[C@H](C)CN([C@@H](C)CO)C(=O)c2cc(NC(=O)c3ccncc3)ccc2O1,nt,1.9
COc1ccc(NC(=O)N[C@H]2CC[C@@H](CCn3cc(-c4ccccc4)nn3)O[C@@H]2CO)cc1,5.3,-0.1
CO[C@@H]1CN(C)C(=O)c2cc(NC(=O)C3CCCCC3)ccc2OC[C@H](C)N(Cc2nccs2)C[C@H]1C,-7.7,0.1
C[C@@H](NC(=O)C[C@H]1C=C[C@@H](NC(=O)Nc2ccc3c(c2)OCO3)[C@@H](CO)O1)c1ccccc1,3.0,0.0
C[C@@H]1CN([C@H](C)CO)C(=O)Cc2cc(NS(=O)(=O)c3cccs3)ccc2O[C@@H]1CN(C)C(=O)Nc1ccc(F)cc1,nt,0.0
COc1cc(-c2oc3cc(O)c(OC)c(O)c3c(=O)c2O[C@@H]2O[C@H](CO[C@@H]3O[C@H](CO)[C@@H](O)[C@H](O)[C@H]3O)[C@@H](O)[C@H](O)[C@H]2O[C@@H]2OCC(O)(CO)[C@H]2O)ccc1O (stereo partly drawn),nt,-0.5
C[C@@H]1CN([C@H](C)CO)C(=O)Cc2cc(NC(=O)NC3CCCCC3)ccc2O[C@H]1CN(C)Cc1ccc2c(c1)OCO2,nt,-0.2
O=C(C[C@H]1C=C[C@H](NC(=O)Nc2ccc(C(F)(F)F)cc2)[C@H](CO)O1)NCCN1CCCC1,-4.5,0.4
Cc1ccccc1CN(CC(N)=O)S(=O)(=O)c1ccc(Cl)cc1,-15.9,0.3
Cc1noc(C)c1S(=O)(=O)Nc1ccc2c(c1)CC(=O)N([C@@H](C)CO)C[C@@H](C)[C@H](CN(C)Cc1ccc(-c3ccccc3)cc1)O2,nt,1.3
C[C@H]1CN([C@@H](C)CO)C(=O)Cc2cc(NC(=O)C3CCCCC3)ccc2O[C@H]1CN(C)S(C)(=O)=O,-0.6,-0.7
CC(C)NC(=O)Nc1ccc2c(c1)C(=O)N([C@@H](C)CO)C[C@@H](C)[C@H](CN(C)C(=O)CCC(F)(F)F)OCCCC[C@H](C)O2,0.1,nt
Cc1ccc(S(=O)(=O)N(C)C[C@H]2Oc3ccc(NC(=O)Nc4ccc(F)cc4)cc3CC(=O)N([C@H](C)CO)C[C@H]2C)cc1,0.3,3.7
CCCC(=O)Nc1ccc2c(c1)C(=O)N(C)C[C@@H](OC)[C@H](C)CN(Cc1ccccn1)[C@H](C)CO2,-1.9,-0.3
C[C@@H]1CN([C@@H](C)CO)C(=O)c2cc(C#Cc3ccncc3)cnc2O[C@H]1CN(C)CC1CCOCC1,nt,5.9
CO[C@H]1CN(C)C(=O)c2cc(NC(=O)C3CC3)ccc2OC[C@H](C)N(C(=O)NC(C)C)C[C@@H]1C,2.4,0.0
COc1ccc(OC)c(CN=c2c([N+](=O)[O-])nn(-c3ccc(Cl)cc3)n2O)c1,0.1,0.1
CSc1ccccc1NC(=O)Cn1c(-c2cscn2)nc2ccccc21,6.9,0.6
Cc1oc2c(c1C(N)=O)CCCC2,12.2,-0.1
C[C@@H]1CN([C@H](C)CO)S(=O)(=O)c2ccc(-c3cccc(C(=O)N(C)C)c3)cc2O[C@H]1CN(C)C,nt,-0.3
Cc1ccc(S(=O)(=O)N(C)C[C@@H]2OCc3ccccc3-c3ccccc3C(=O)N([C@H](C)CO)C[C@H]2C)cc1,-40.9,nt
C[C@H]1CCCCO[C@@H](CN(C)Cc2ccncc2)[C@@H](C)CN([C@@H](C)CO)C(=O)c2cc(NS(=O)(=O)c3ccccc3)ccc2O1,nt,6.5
O=C(CCN1C(=O)c2ccc([N+](=O)[O-])cc2C1=O)Nc1cccc(I)c1,-6.0,0.3
COc1cccc2cc(C(=O)C3C(=O)C(=O)N(Cc4ccco4)C3c3cccnc3)oc12 (stereo not drawn),-8.1,0.8
CO[C@@H]1CN(C)C(=O)c2ccc(NC(=O)C3CCCC3)cc2OC[C@@H](C)N(CC2CC2)C[C@@H]1C,-3.4,-0.3
COc1ccc(CN(C)C[C@@H]2OCCCC[C@@H](C)Oc3ccc(NS(=O)(=O)c4ccccc4)cc3C(=O)N([C@@H](C)CO)C[C@H]2C)cc1,nt,-0.3
C[C@@H]1CN([C@H](C)CO)C(=O)c2cccc(NC(=O)C3CCCCC3)c2O[C@H]1CN(C)CC1CCCCC1,-8.4,1.2
C[C@@H]1CN([C@@H](C)CO)C(=O)c2cccc(NC(=O)Nc3ccc(F)cc3)c2O[C@H]1CN(C)CC1CC1,-8.4,nt
C[C@@H]1CCCCO[C@H](CN(C)C)[C@@H](C)CN([C@H](C)CO)C(=O)c2cc(NS(=O)(=O)c3cn(C)cn3)ccc2O1,1.6,1.2
C[C@@H]1CN([C@H](C)CO)C(=O)c2cc(NC(=O)Cc3ccccc3)ccc2O[C@@H]1CN(C)C,-0.2,-0.1
O=C(NCCN1CCOCC1)C(=O)Nc1cccc(F)c1,2.2,1.9
O=C(N[C@@H]1CC[C@@H](CC(=O)N2CCOCC2)O[C@@H]1CO)c1ccccn1,0.7,0.1
CC(C)(C)C(=O)N1CCN(c2ccc([N+](=O)[O-])c(NCc3cccnc3)c2)CC1,-5.0,-0.5
COc1cccc(S(=O)(=O)N[C@H]2C=C[C@@H](CC(=O)NC3Cc4ccccc4C3)O[C@H]2CO)c1,-1.3,-0.2
COC(=O)c1ccc2c(=O)n(-c3ccccc3)c(SCC(=O)Nc3ccccc3)nc2c1,-18.2,0.5
CC(=O)N(C)C[C@H]1Oc2cc(C#Cc3ccc(F)cc3)ccc2S(=O)(=O)N([C@H](C)CO)C[C@H]1C,-11.7,1.3
C[C@H](CO)N1C[C@H](C)[C@H](CN(C)Cc2ccccn2)Oc2cc(-c3ccncc3)ccc2S1(=O)=O,7.5,6.7
C[C@@H]1CN([C@@H](C)CO)C(=O)c2cc(NS(=O)(=O)c3cccs3)ccc2O[C@@H](C)CCCCO[C@@H]1CN(C)C(=O)NC1CCCCC1,nt,-3.3
C[C@@H]1CN([C@@H](C)CO)C(=O)c2cc(NC(=O)C3CC3)ccc2O[C@H]1CN(C)S(=O)(=O)c1cn(C)cn1,nt,0.3
C[C@@H]1CCCCO[C@H](CN(C)Cc2ccncc2)[C@@H](C)CN([C@H](C)CO)C(=O)c2cc(NC(=O)Nc3ccccc3)ccc2O1,6.3,3.9
C/C=C/c1cnc2c(c1)C(=O)N([C@@H](C)CO)C[C@@H](C)[C@H](CN(C)S(=O)(=O)c1ccc(C)cc1)O2,-12.2,0.3
COc1ccc(S(=O)(=O)N(C)C[C@H]2Oc3c(NS(=O)(=O)c4cn(C)cn4)cccc3C(=O)N([C@@H](C)CO)C[C@H]2C)cc1,nt,0.4
O=C(C[C@@H]1CC[C@@H](NC(=O)Nc2ccc3c(c2)OCO3)[C@H](CO)O1)NCc1ccccc1,-2.8,0.1
O=C(Cc1ccccc1)N[C@H]1C=C[C@@H](CC(=O)N2CCCCC2)O[C@@H]1CO,-3.9,0.0
CC(=O)N(C)C[C@@H]1Oc2ncc(C#C[C@H](C)O)cc2C(=O)N([C@H](C)CO)C[C@H]1C,-14.3,nt
C[C@H](CO)N1C[C@H](C)[C@H](CN(C)Cc2ccc(C(=O)O)cc2)Oc2ccc(NC(=O)Nc3cccc4ccccc34)cc2CC1=O,nt,-14.5
CCOC(=O)c1c(NC(=O)CSc2ccccn2)sc(C)c1C,24.6,0.0
Cc1ccc2nc(Nc3nc(CSc4nnc(C)s4)cc(=O)[nH]3)nc(C)c2c1,-8.3,0.1
CCC(=O)Nc1ccc2c(c1)C(=O)N(C)C[C@@H](OC)[C@H](C)CN[C@@H](C)CO2,5.8,-0.1
# Remaining list, next part
SMILES,EZH2 inh,IDH1 mut inh
COc1ccccc1-c1cn(CC[C@H]2CC[C@@H](NC(=O)NC(C)C)[C@H](CO)O2)nn1,-3.5,0.4
CCCNC(=O)N[C@@H]1CC[C@@H](CCn2cc(C3CCCCC3)nn2)O[C@H]1CO,-5.0,0.4
COc1ccc(NC(=O)C(C)N(c2ccc(C)cc2)S(C)(=O)=O)cc1 (stereo not drawn),-12.9,0.9
COc1cc(C(=O)NC2(C(F)(F)F)C(=O)N(Cc3ccco3)C3=C2C(=O)CC(C)(C)C3)cc(OC)c1OC (stereo not drawn),3.6,-0.3
C[C@@H]1CN([C@@H](C)CO)C(=O)c2cccc(NC(=O)Nc3ccccc3)c2O[C@H]1CN(C)C(=O)Nc1cccc2ccccc12,nt,1.3
CCCC#Cc1cnc2c(c1)C(=O)N([C@H](C)CO)C[C@@H](C)[C@H](CN(C)C(=O)c1ccccc1)O2,2.2,-0.2
CC(C)C#Cc1cnc2c(c1)C(=O)N([C@@H](C)CO)C[C@H](C)[C@@H](CN(C)C(=O)CCN1CCCCC1)O2,11.3,-0.5
CCCC#Cc1ccc2c(c1)O[C@@H](CN(C)S(C)(=O)=O)[C@@H](C)CN([C@@H](C)CO)S2(=O)=O,-18.6,-1.8
O=C(N/N=C/c1ccc(F)cc1)c1ccccc1O,-0.9,0.3
NC(=O)[C@H]1[C@@H]2C(=O)O[C@@H](c3ccccc3)[C@@H](c3ccccc3)N2[C@@H](c2ccc(O)cc2)[C@]12C(=O)Nc1ccc(C#CC3=CCCCC3)cc12,-47.5,nt
COc1ccccc1-c1cn(CC[C@H]2CC[C@H](NC(=O)NC(C)C)[C@@H](CO)O2)nn1,-2.2,0.0
CCCN1C[C@@H](C)[C@H](OC)CN(C)C(=O)c2ccc(NC(=O)C3CC3)cc2OC[C@@H]1C,0.4,0.2
O=C(O)C1C2C=CC(C2)C1C(=O)Nc1ccc(C(=O)N2CCCCC2)cc1 (stereo not drawn),-2.1,0.2
C[C@H](O)C#Cc1ccc2c(c1)O[C@H](CN(C)C(=O)Cc1ccccn1)[C@H](C)CN([C@@H](C)CO)S2(=O)=O,-13.1,nt
CC1CC(=O)c2c(ccc3c2C(=O)c2cccc(O)c2C3O)C1 (stereo not drawn),nt,0.4
C[C@@H]1CN([C@H](C)CO)C(=O)c2cccc(NC(=O)c3ccc(-c4nccs4)cc3)c2O[C@@H]1CN(C)Cc1ccc(C(F)(F)F)cc1,nt,-12.0
COCC(=O)Nc1ccc2c(c1)C(=O)N(C)C[C@@H](OC)[C@H](C)CN(Cc1ccccn1)[C@H](C)CO2,1.5,0.4
COc1ccc(NC(=O)CCN2C(=O)c3ccccc3S2(=O)=O)cc1,-16.1,0.1
C[C@H]1CN([C@@H](C)CO)C(=O)c2c(c3ccccc3n2C)-c2ccccc2CO[C@H]1CN(C)S(=O)(=O)c1ccccc1,-14.9,nt
C[C@H](CO)N1C[C@H](C)[C@H](CN(C)S(=O)(=O)c2ccc(F)cc2)Oc2ccc(NC(=O)Nc3ccc4c(c3)OCO4)cc2CC1=O,nt,-1.5
CC(NS(=O)(=O)c1ccc(Cl)cc1)C(=O)Nc1cccc([N+](=O)[O-])c1 (stereo not drawn),4.3,-0.3

# By substructure, those above with a COOH group.
SMILES,EZH2 inh,IDH1 mut inh
C[C@H](CO)N1C[C@H](C)[C@H](CN(C)Cc2ccc(C(=O)O)cc2)Oc2ccc(NC(=O)Nc3cccc4ccccc34)cc2CC1=O,nt,-14.5
O=C(O)C1C2C=CC(C2)C1C(=O)Nc1ccc(C(=O)N2CCCCC2)cc1 (stereo not drawn),-2.1,0.2
